From PubChem
BaF3 tox: parental Ba/F3 viability inhibition as JAK2V617F counter-screen; CellTiter-Glo ATP luminescence; inhibition, % at 5.6 µM; 1.1% of 220,000 active;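 active = inhibition above a per-campaign cutoff, the mean inhibition of all tested compounds plus 3 SD, cut at about 27% in these data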;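 note: 0% = DMSO wells and 100% = JAK Inhibitor I control wells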
TRPN1 ag: agonists of zebrafish TRPN1 channel; HEK293 zebrafish TRPN1-YFP, Fluo-8 calcium fluorescence; 100% = response to 87 µM carbachol; activation, % at 3 µM; 0.18% of 220,000 active; AID 1424;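 active = activation above its plate's cutoff, the mean activation of test wells on that plate plus 3 SD, cut at about 19% in these data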;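 note: 0% = DMSO alone and 100% = 87 µM carbachol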
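System: zebrafish TRPN1-YFP in HEK293 cells / Dosing: 3 µM single point / Timing: dye loading 1 h at 37 °C, then 30 min room temperature / Signal: Fluo-8 calcium fluorescence, excitation 470-495 nm, emission 515-575 nm / Read-out basis: percent activation from peak over basal fluorescence ratio, control-normalized / Control set: high carbachol 87 µM, low DMSO alone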
Ba/F3 V617F tox: lowers viability of Ba/F3 cells expressing EpoR and JAK2V617F; ATP luminescence; 1.1% of 220,000 active; AID 1446; inhibition, % at 5.6 µM;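 active = inhibition above the campaign mean plus 3 SD over all tested compounds, cut at about 24% in these data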;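 note: cytokine-independent growth of Ba/F3 cells driven by EpoR plus mutant JAK2; 0% = DMSO-treated cells and 100% = JAK inhibitor I control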
TNF necrop inh: TNF-alpha cell death inhibition in Jurkat FADD-/- cells; 0.068% of 220,000 active; Jurkat FADD-/- TNF necroptosis rescue, ATP luminescence, 24 h; 0 = TNF only, 100 = no-TNF cells; activation (protection from cell death), % at 10 µM;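 active = activation, meaning protection from cell death, of at least 50% relative to plate controls; inactive = activation below 50%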;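 note: necroptosis triggered by 40 ng/mL TNF-alpha added together with compound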
CHOP inh: blocks CHOP induction under ER stress; CHO-K1 CHOP-promoter luciferase, tunicamycin-induced, 15-18 h; inhibition, % at 10 µM; 3.8% of 220,000 active;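 active = compounds that reduced the stress-induced luciferase reporter signal by more than about 70% of percent inhibition, limit read from the data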;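 note: 0% = tunicamycin plus vehicle and 100% = wells without tunicamycin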
RBBP9 inh: human RBBP9 hydrolase inhibition; AID 1515; 0.2% of 220,000 active; inhibition, % at 7.94 µM; recombinant RBBP9, FP-Rh probe fluorescence polarization; O75884;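 active = inhibition above the campaign mean of all tested compounds plus 3 SD, cut at about 14% in these data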;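 note: plate controls were DMSO wells with RBBP9 for no effect and wells lacking RBBP9 protein for full effect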
Target sequence (O75884 whole entry, looked up): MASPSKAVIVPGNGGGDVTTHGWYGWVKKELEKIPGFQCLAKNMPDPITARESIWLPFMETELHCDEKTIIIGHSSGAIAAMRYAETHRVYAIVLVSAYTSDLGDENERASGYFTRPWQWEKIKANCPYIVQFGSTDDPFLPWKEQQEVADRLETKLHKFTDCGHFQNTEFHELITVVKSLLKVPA
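System: RBBP9 protein | Quantity: 2.5 µM RBBP9 dispensing solution, before mixing | Reagent: FP-Rh probe, 375 nM dispensing solution | Timing: Enzyme-compound preincubation 30 min, then probe labeling 45 min, 25 °C | Measured by: Fluorescence polarization | Read-out: % inhibition | Replication: One well per compound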
Wee1 stabilizer: inhibitors of human Wee1 degradation; 1.2% of 220,000 active; AID 1321; P30291; reporter increase, % at 5 µM; HeLa Luc-Wee1K328M stability, luciferase luminescence; 100% = proteasome inhibitor MG132 effect;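 active = activation above the mean of all tested compounds plus 3 SD, set per screening run, cut at about 8.8% in these data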;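 note: cells exposed to compound for 20 h before luminescence read; 0% = DMSO alone and 100% = MG132 at 30 µM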
TRPML3 agonist: agonists of human TRPML3 channel. Q8TDD5. HEK293 TRPML3-YFP, Fluo-8 calcium fluorescence; 100% = the carbachol control signal. activation, % at 3 µM. 0.29% of 220,000 active;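 active = activation above its plate's cutoff, the mean activation of the plate's test wells plus 3 SD, cut at about 12% in these data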;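 note: 0% = DMSO only wells and 100% = carbachol wells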
Target sequence (Q8TDD5 whole entry, looked up): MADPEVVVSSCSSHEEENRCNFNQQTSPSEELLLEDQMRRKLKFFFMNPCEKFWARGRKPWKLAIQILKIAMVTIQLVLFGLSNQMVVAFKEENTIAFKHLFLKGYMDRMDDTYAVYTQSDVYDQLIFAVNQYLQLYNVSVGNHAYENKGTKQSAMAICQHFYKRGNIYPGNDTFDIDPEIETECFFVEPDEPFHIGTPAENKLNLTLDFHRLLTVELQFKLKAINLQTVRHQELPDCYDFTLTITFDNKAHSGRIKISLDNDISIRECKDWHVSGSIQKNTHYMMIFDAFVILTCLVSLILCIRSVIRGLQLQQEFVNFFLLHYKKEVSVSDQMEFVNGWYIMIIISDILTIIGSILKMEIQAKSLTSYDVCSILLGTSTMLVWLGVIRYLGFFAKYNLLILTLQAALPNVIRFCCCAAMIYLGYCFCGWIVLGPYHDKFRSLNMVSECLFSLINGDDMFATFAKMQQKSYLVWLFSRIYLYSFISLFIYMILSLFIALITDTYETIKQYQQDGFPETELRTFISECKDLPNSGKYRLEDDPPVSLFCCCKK
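Material: TRPML3-YFP stable HEK293 cells | Dosing: One concentration, 3 µM nominal, 0.3% DMSO | Timing: 125 s total fluorescence read per well | Technique: Fluo-8 calcium dye fluorescence, ex 470-495, em 515-575 nm | Measure: Percent activation from peak-to-basal fluorescence ratio, scaled between DMSO and carbachol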
PPC-1+TRAIL kill: kills PPC-1 cancer cells in the presence of TRAIL; PPC-1 cells + TRAIL, ATPLite viability luminescence; cell killing (% activity), % at 4 µM; 0.41% of 220,000 active; AID 1443;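 active = cell killing above 50% in the first pass at 4 µM, then a duplicate retest at 5 µM averaging 50% or more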;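 note: plate controls were cells with TRAIL plus DMSO for no effect and medium-only wells lacking cells for full effect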
Starred values were filed as active, the others as inactive; x = no result given.

SMILES	BaF3 tox	TRPN1 ag	Ba/F3 V617F tox	TNF necrop inh	CHOP inh	RBBP9 inh	Wee1 stabilizer	TRPML3 agonist	PPC-1+TRAIL kill
Cc1ccc(NC(=O)COc2ncnc3cc([N+](=O)[O-])ccc23)cc1S(=O)(=O)N1CCOCC1	-5	0.6	0	-0.3	17	-4	3	-0.2	23
CCCc1nc2oc(C(=O)c3ccccc3)c(N)c2c2c1COC(C)(C)C2	0	-0.7	-2	1.0	110*	-5	2	-0.2	0
CCOC(=O)Nc1ccc2c(c1)N(C(=O)CN(CC)CC)c1ccccc1C=C2	2	0.2	-3	-0.4	6	-6	-1	0.3	17
O=C(Oc1nsnc1N1CCOCC1)N(c1ccccc1)c1ccccc1	1	1.4	-1	-1.4	57	-3	0	0.8	24
COc1ccc(C(C)=O)cc1Cn1cnc2c(cnn2C)c1=O	-2	0.7	-2	-1.3	2	-7	3	0.7	10
Cc1cc(C2=NNC(=NCCc3ccccc3)SC2)c(C)n1-c1c(C)n(C)n(-c2ccccc2)c1=O	3	0.3	-4	1.4	-8	2	4	-0.3	2
O=[N+]([O-])c1cc(Cl)ccc1Sc1cccc2cccnc12	3	-0.9	-1	-4.3	51	-6	3	-0.2	3
CC(C)c1nc(CNC(=O)c2cc(COc3c(F)cccc3F)on2)cs1	6	-1.1	1	0.5	7	11	0	-0.7	6
CCN1C(=O)/C(=C/N(C(C)=O)c2ccccc2)N(c2ccccc2)C1=S	12	-1.4	1	-5.3	-2	-5	2	0.3	-4
O=C(COC(=O)c1ccc([N+](=O)[O-])s1)NCc1ccccc1	3	-0.2	-2	-2.6	1	-8	-1	0.0	13
CCOC(=O)C1=C(C)OC(N)=C(C#N)C1c1cc2ccccc2nc1N1CCCCC1 (stereo not given)	6	1.6	5	-1.3	8	-14	-2	0.9	x
COc1ccc(/C=C/C(=O)c2ccncc2)c2ccccc12	4	2.9	-1	-0.2	-19	-7	5	2.2	-2
CC(C)N(CCC#N)C(=O)Nc1ccc2c(c1)CCO2	-2	0.5	-2	3.2	-5	-9	0	0.7	17
COc1cc(OC)c(NC(=O)CCNC(=O)Cn2cnc3ccccc3c2=O)cc1Cl	0	0.3	-2	0.2	-10	-4	0	-0.4	4
C#CCNC(=O)C1=C[C@@H](c2ccc(Br)cc2)C[C@@H](OCc2ccc(CO)cc2)O1	1	-1.6	0	0.0	11	4	-2	0.0	3
O=C(/C=C/c1ccc(Cl)c(Cl)c1)n1cccn1	4	0.7	1	-2.8	-74	-3	-2	-0.1	18
CCOC(=O)C(NC(=O)c1ccccc1)=C1CCCCC1	3	1.0	4	-0.4	-12	-9	-1	-0.3	13
O=C1CC(N2CCN(Cc3ccc4c(c3)OCO4)CC2)C(=O)N1Cc1ccc(N2CCCC2=O)cc1 (stereo not given)	1	1.5	-3	-0.7	8	2	0	1.3	17
O=CN(/C=C1\Sc2ccccc2C1=O)Cc1ccccc1	1	-0.6	-5	-13	15	0	2	0.4	7
COc1ccc(-n2c(C)c(C(C)=O)c(C(C)=O)c2C)cc1OC	3	1.4	2	0.0	-9	-3	0	0.8	11
C=CCn1c(O)c(N=NC(=O)c2cccnc2)c2cc(Br)ccc21	3	-1.8	-6	-0.2	7	-2	2	0.6	8
Fc1ccc(C2CCCCN2Cc2nc(CC3CC3)no2)cc1 (stereo not given)	5	0.1	0	-0.6	-3	1	0	0.5	-1
COc1cc(CNc2ccc3[nH]c(=O)[nH]c3c2)cc(Br)c1OCC(=O)NC(C)(C)C	3	1.8	1	-1.9	30	1	-2	1.7	10
Cc1cc(Cl)c(S(=O)(=O)NCc2ccccc2)cc1OCC(N)=O	1	1.6	-1	-0.8	4	-3	0	1.3	14
CCN(CC)S(=O)(=O)c1ccc(-c2nnc(SC)o2)cc1	5	0.4	-2	0.7	16	-1	6	0.6	10

A few values from above.
CC(C)N(CCC#N)C(=O)Nc1ccc2c(c1)CCO2 in PPC-1+TRAIL kill has 17
Cc1cc(Cl)c(S(=O)(=O)NCc2ccccc2)cc1OCC(N)=O in Wee1 stabilizer has 0
COc1ccc(/C=C/C(=O)c2ccncc2)c2ccccc12 in PPC-1+TRAIL kill has -2

The main list resumes; the six compounds before the break are reprinted first.
SMILES	BaF3 tox	TRPN1 ag	Ba/F3 V617F tox	TNF necrop inh	CHOP inh	RBBP9 inh	Wee1 stabilizer	TRPML3 agonist	PPC-1+TRAIL kill
COc1ccc(-n2c(C)c(C(C)=O)c(C(C)=O)c2C)cc1OC	3	1.4	2	0.0	-9	-3	0	0.8	11
C=CCn1c(O)c(N=NC(=O)c2cccnc2)c2cc(Br)ccc21	3	-1.8	-6	-0.2	7	-2	2	0.6	8
Fc1ccc(C2CCCCN2Cc2nc(CC3CC3)no2)cc1 (stereo not given)	5	0.1	0	-0.6	-3	1	0	0.5	-1
COc1cc(CNc2ccc3[nH]c(=O)[nH]c3c2)cc(Br)c1OCC(=O)NC(C)(C)C	3	1.8	1	-1.9	30	1	-2	1.7	10
Cc1cc(Cl)c(S(=O)(=O)NCc2ccccc2)cc1OCC(N)=O	1	1.6	-1	-0.8	4	-3	0	1.3	14
CCN(CC)S(=O)(=O)c1ccc(-c2nnc(SC)o2)cc1	5	0.4	-2	0.7	16	-1	6	0.6	10
CCOc1nc(C)nc(NC(=O)NS(=O)(=O)c2ccccc2Cl)n1	3	0.0	-4	0.9	-5	-2	-1	0.5	11
Cn1c(SCC(=O)O)nnc1C1CCCCC1	3	0.5	-4	-2.3	-3	-2	3	0.8	-17
O=C(O)CCN1C(=O)/C(=C\c2ccncc2)SC1=S	10	1.3	3	0.8	-7	1	-1	1.2	18
O=C(c1cc2nc(-c3cccs3)cc(C(F)(F)F)n2n1)N1CCCc2ccccc21	1	-1.8	2	-3.0	-27	-1	-1	0.8	29
COc1cccc(C(=O)CSc2nnnn2C2CCCCC2)c1	0	-1.1	-6	4.0	13	-6	2	-0.6	24
Cc1nc(C#N)c(NCc2ccc3c(c2)OCO3)o1	8	0.0	7	0.9	-1	-2	1	0.0	19
C(=N\NC(=Nc1ccccc1)c1ccccn1)/c1ccccn1	1	-1.1	-4	-0.8	17	-3	3	0.8	-7
COc1ccccc1NS(=O)(=O)c1cccc(NC(=O)c2sc3ccccc3c2Cl)c1	7	0.3	-1	-2.7	37	-30	3	0.3	25
CC(C)(C)c1cc(C(=O)Nc2cccc3ccccc23)ccn1	0	-0.2	-5	-1.5	14	0	-1	0.2	16
CNC(=S)N(Cc1cc2ccc(OC)cc2[nH]c1=O)CC1CCCO1 (stereo not given)	11	2.6	0	2.9	17	-1	-2	0.9	19
CC12C=CC3(O1)C(C(=O)N(c1cccnc1)C3C(=O)NC1CCCCC1)C2C(=O)Nc1ccccc1 (stereo not given)	3	0.6	-2	-0.7	2	2	2	1.1	13
O=C(NCCc1ccc(Cl)cc1)c1n[nH]c2ccccc12	3	-1.7	4	2.1	3	-7	-1	0.1	-2
CCC(=O)NCCC(c1ccco1)c1ccccc1OC (stereo not given)	-1	-0.7	-2	0.3	4	-12	-2	0.0	14
Cc1nn(Cc2ccccc2Cl)c(C)c1NC(=O)c1cc(-c2ccc(F)cc2)on1	-1	-0.9	-3	1.4	68	-4	-4	0.7	14
Cc1ccc2[nH]c(=O)c(CN(CCN3CCOCC3)C(=O)Nc3ccc(F)cc3)cc2c1	5	3.4	1	-0.4	-16	-7	-4	0.4	10
COc1ccc(OCC(=O)N2CCN(c3nnc(-c4ccc(C)cc4)c4ccccc34)CC2)cc1	2	-1.4	2	-12	23	-9	0	-0.2	9
OCCC1CN(Cc2cccn2-c2cccnc2)CCN1C1CCCCC1 (stereo not given)	-5	0.2	-2	0.4	0	2	5	-0.2	-4
COc1ccc(OC)c(NC(=O)COC(=O)/C=C/c2ccccc2Cl)c1	2	-0.9	-6	0.1	20	-4	0	0.4	16
O=C(NCc1nnc(SCC(=O)N2CCOCC2)o1)c1ccccc1F	7	-0.3	2	1.1	5	-10	1	1.3	-2
COc1ccc(C2=Nn3c(nnc3-c3ccco3)SC2)cc1OC	0	-0.2	13	-2.3	1	6	0	-0.3	36
O=C1Nc2ccccc2N(O)N1c1ccc(Cl)cc1	2	1.7	0	-0.8	1	-15	4	1.3	0
